Anesthetic bind = binds horse apoferritin like a general anesthetic. 350,000 compounds, 0.074% hits. apoferritin/1-aminoanthracene competitive binding, fluorescence. AID 485281. P02791. Potency, µM (series often up to 77.5 µM), without a hit: at the top dose activity change, negative = displacement, usual class: inhibitors; note: potency is the fitted concentration of half-maximal effect; % is set by controls: 0 for no effect and ±100 for the full control effect; nearly all actives have a fitted effect of over 20% in size
Target sequence (P02791 2-175 limits assumed): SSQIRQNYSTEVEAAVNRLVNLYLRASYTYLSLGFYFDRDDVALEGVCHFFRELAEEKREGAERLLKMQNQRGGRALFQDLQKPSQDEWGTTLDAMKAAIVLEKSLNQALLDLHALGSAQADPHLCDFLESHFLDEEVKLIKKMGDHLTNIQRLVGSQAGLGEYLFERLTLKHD
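Apoferritin-based anesthetic binding model; compound displacement of fluorescent 1-AMA measured as endpoint fluorescence after 10 minutes at room temperature, scaled to free-ligand and complex controls.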
RXFP1 antagonist = antagonists of human relaxin receptor RXFP1 | 350,000 compounds, 0.59% hits | HEK293-RXFP1, relaxin-stimulated cAMP HTRF, 30 min; hits give low values | activity change, negative = inhibition, % at 57.5 µM | Q9HBX9;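 active = activity change of -60% or lower, but not beyond a set lower limit; inconclusive = change between -60% and -40%, or beyond the set limit; inactive = change above -40%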; note: % is set by controls: 0 for no effect and ±100 for the full control effect
D1 potentiator = human D1 dopamine receptor positive modulation; potentiation, % at 10 µM; HEK293 TREx D1 cells, calcium flux, dopamine EC20 potentiation; 360,000 compounds, 0.036% hits; P21728; in the data active = potentiation above about 30%; note: 0% is about no effect
Target sequence (P21728 whole entry, looked up): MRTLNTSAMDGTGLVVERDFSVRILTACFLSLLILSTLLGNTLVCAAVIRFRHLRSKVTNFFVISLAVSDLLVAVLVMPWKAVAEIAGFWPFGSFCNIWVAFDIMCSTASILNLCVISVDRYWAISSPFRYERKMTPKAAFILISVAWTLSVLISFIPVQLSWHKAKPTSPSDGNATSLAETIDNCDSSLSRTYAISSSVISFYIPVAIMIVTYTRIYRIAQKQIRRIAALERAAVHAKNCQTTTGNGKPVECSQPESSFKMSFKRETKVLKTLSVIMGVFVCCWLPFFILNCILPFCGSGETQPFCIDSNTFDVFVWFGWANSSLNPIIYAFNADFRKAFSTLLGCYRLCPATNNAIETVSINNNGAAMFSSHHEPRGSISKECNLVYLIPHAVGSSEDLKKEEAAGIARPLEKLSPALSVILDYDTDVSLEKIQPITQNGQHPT
D2 potentiator = positively modulates the human D2 dopamine receptor allosterically. potentiation, % at 10 µM. HEK293 T-REx D2, calcium flux, EC20 dopamine potentiation. 340,000 compounds, 0.34% hits;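 active = potentiation over 3 SD above the plate norm, cut at about 30% in these data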; note: 0% is about no effect
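Potentiation of an EC20 dopamine calcium response is measured in a force-coupled, tetracycline-inducible Hek293 Trex D2 line. Compound-only kinetic reads over 180 s flag agonists before dopamine addition.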
RXFP1 ag = RXFP1 (human) receptor agonism | Q9HBX9 | HEK293T-RXFP1 cAMP TR-FRET, 30 min; response scale: percent of porcine relaxin response, buffer zero | Potency, µM (doses to about 57.5 µM), inactives show at the highest dose activation, usual class: activators | 370,000 compounds, 0.3% hits; note: potency is the fitted concentration of half-maximal effect; % is set by controls: 0 for no effect and ±100 for the full control effect; nearly all actives have a fitted effect of over 60% in size; many of its hits are not listed in these tables
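HEK293 cells stably expressing RXFP1, treated 30 min at 37C with compounds plus PDE4 inhibitor Ro 20174; cAMP measured by HTRF TR-FRET. Normalized to buffer and 29 nM porcine relaxin; EC50 by Hill fit.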
D1 antagonist = antagonists of human D1 dopamine receptor | P21728 | HEK293 TREx D1 cells, calcium flux, dopamine EC80; hits give low values | activity change, negative = inhibition, % at 10 µM | 360,000 compounds, 3.2% hits; in the data active = activity change below about -30%; note: % is set by controls: 0 for no effect and ±100 for the full control effect
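Antagonism measured as reduced calcium response to an EC80 dopamine addition following 180 s compound pre-read; cells were inducible HEK293 Trex D1 plated overnight at 30 C, read kinetically at 1 cycle/sec.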
D1 agonist = human D1 receptor agonism; P21728; HEK293 T-REx D1 cells, calcium flux, agonist mode; activation, % at 2 µM; 360,000 compounds, 1% hits; in the data active = activation above about 30%; note: 0% is about no effect
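Inducible HEK293 T-REx D1 cells, force-coupled to calcium signalling, were plated at 4000 cells/well with tetracycline and held overnight at 30 C. After no-wash calcium dye loading, compound-evoked calcium rise over 180 s flagged agonists.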
TRHR enhancer = TRH receptor (human) allosteric enhancement. P34981. TRHR cells, fluo-8 calcium fluorescence, EC20 TRH enhancement. enhancement, % at 2 µM. 360,000 compounds, 0.66% hits. AID 493056; in the data active = enhancement above about 30%; note: 0% is about no effect
Target sequence (P34981 whole entry, looked up): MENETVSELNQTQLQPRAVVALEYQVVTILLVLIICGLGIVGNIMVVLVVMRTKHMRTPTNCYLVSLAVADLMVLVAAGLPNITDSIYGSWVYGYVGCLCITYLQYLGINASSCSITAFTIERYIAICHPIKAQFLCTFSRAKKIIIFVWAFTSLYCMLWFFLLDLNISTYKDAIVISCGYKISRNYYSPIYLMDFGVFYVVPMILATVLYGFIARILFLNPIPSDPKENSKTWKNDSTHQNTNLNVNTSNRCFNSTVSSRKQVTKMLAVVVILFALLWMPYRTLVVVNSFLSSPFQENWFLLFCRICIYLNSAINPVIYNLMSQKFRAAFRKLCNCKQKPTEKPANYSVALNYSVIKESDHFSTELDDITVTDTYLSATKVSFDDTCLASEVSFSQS
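TRHR-expressing cells loaded with fluo-8 calcium dye were read kinetically (ex 480/em 530) during compound addition, then stimulated with an EC20 of TRH (10 nM final). Enhancement of the Gq-mediated intracellular calcium response was scored.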
TRHR ag = agonists of human TRH receptor; 360,000 compounds, 0.18% hits; TRHR cells, calcium flux fluo-8, FDSS agonist mode; activation, % at 2 µM; in the data active = activation above about 30%; note: 0% is about no effect
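Read-out: compound-evoked intracellular calcium rise in TRHR cells, fluo-8 dye, kinetic FDSS fluorescence at 1 s/cycle following a 10-cycle baseline. Cells cultured overnight before dye loading (30 min–1.5 h, RT).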
Starred values were filed as active, the others as inactive; ? = inconclusive; · = not tested or not shown; & = joins results of further samples; [ ] = another dose, or the depositor's remark. Unless noted, calls come from the whole dose curve; as a rule, active = well fitted curve in the direction sought with a large enough effect; inconclusive = small, poorly fitted or top-dose-only effect, or another doubt; inactive = no such curve, though single readings can be large; an effect the other way counts as inactive or inconclusive. Not all compounds are listed, so the mix of outcomes need not match the whole.

SMILES	Anesthetic bind	RXFP1 antagonist	D1 potentiator	D2 potentiator	RXFP1 ag	D1 antagonist	D1 agonist	TRHR enhancer	TRHR ag
O=C(Nc1cccc(-c2cn3c(n2)SCC3)c1)c1ccc2ccccc2n1	-12%	-15	8	9	0.8%	-2	1	-1	-0.7
CCOc1ccc(OCc2cccc(C(=O)Nc3ccc(CN4CCCCC4)cc3)c2)cc1	-11%	-13	-9	-16	-0.1%	-30*	38*	-2	2.9
CC1(C)CCC(C)(C)NC(=S)N1	-6%	-1&-8	5	8	2.2%	-3	1	3	0.2
O=C(c1ccco1)N(CCCN1CCOCC1)c1nc(-c2ccc(F)cc2)cs1	-10%	-11	0	-7	-0.1%	-11	3	3	1.2
O=C(Nc1ccncc1)Nc1ccccc1Cl	-7%	5	0	3	-0.6%	8	4	0	-0.4
CN1C(=O)Nc2cccc3cccc1c23	-3%	-4	-4	1	3.5%	-3	0	-2	-0.6
CCc1cccc(NC(=O)C(Cc2ccccc2)n2cccc2)c1 (configuration not stated)	-6%	?	-4	-11	4.1%	-20	1	7	0.5
Cc1ccccc1/C=N/NC(=O)Cn1nnc(N)n1	-8%	2	4	7	0.2%	3	1	1	0.2
CC(C)(C)c1cc[n+](-c2[nH]c(=O)sc2/C=N/N=C(\[O-])c2ccccc2)cc1	-13%	10	2	1	0.6%	-11	4	1	0.3
CC(=O)Nc1ccc(OC(=O)N2CCCC2)cc1	-10%	0	-1	14	0.7%	6	2	1	0.5
Fc1ccccc1/C=N/NC(=S)Nc1ccc(Cl)cc1Cl	-16%	-6	-1	4	0.3%	8	2	-3	1.4
CN(Cc1ccccc1)C(=O)c1ccc(NC(=O)Cc2cccc(NC(=O)C3CCCN(C(=O)C4CCC4)C3)c2)cc1 (configuration not stated)	·	·	-4	8	1.0%	2	3	1	0.4
CC(C)S(=O)(=O)C1=NSC2=NC(=O)/C(=C\c3ccc(OC(=O)c4ccco4)cc3)C(=N)N21	-9%	-32	0	12	0.6%	9	2	1	0.2
COc1cc(NC(=O)CN(C)Cc2ccc(OC(F)F)cc2)c(C)cc1[N+](=O)[O-]	-13%	19	-7	·	0.1%	-21	15	-1	1.0
O=C(Cc1ccccc1)Nc1c(C(=O)c2ccccc2)oc2ccccc12	-3%	-18	-2	2	6.2%	8	10	-2	1.5
O=C(O)c1cccc(-n2nnnc2SCc2ccccc2Cl)c1	-7%	-1	2	2	0.2%	8	0	13	-0.2
COc1ccc(C(=O)N=C2SC3CS(=O)(=O)CC3N2Cc2ccccc2)cc1OC (configuration not stated)	-4%	3	-4	25	4.3%	-8	0	13	0.3
Cc1ccccc1S(=O)(=O)Cc1ccc(C(=O)NCc2ccco2)o1	-9%	37	-4	-6	0.6%	-1	9	4	0.1
O=C(c1ccc(N2CCC3(CC2)OCCO3)c([N+](=O)[O-])c1)N1CCOCC1	-7%	6	-5	19	0.1%	13	3	-12	-0.7
CC(C)CNC(=O)COc1ccccc1[N+](=O)[O-]	-3%	2	0	0	0.8%	-10	0	-2	0.2
Nn1c(SC/C=C/c2ccccc2)nnc1-c1cccnc1	-19%	13	9	·	-0.7%	8	0	2	-0.4
CC(C)(C)c1cc(C(=O)NNc2ccc(OC(F)(F)F)cc2)n(Cc2ccccc2)n1	-18%	?	-4	-5	-0.4%	-5	2	-4	0.1
Cc1noc(C)c1S(=O)(=O)N1CCCC(C(=O)Nc2nccs2)C1 (configuration not stated)	-1%	·	·	12	-1.4%	0	5	-2	-0.8
Cc1csc(NC(=O)C2CCCN(S(=O)(=O)c3cccnc3)C2)n1 (configuration not stated)	-3%	·	·	-6	-0.3%	-22	1	16	0.1
CC(=O)Nc1ccc(S(=O)(=O)Nc2nccc(C3Cc4ccccc4C(=O)O3)n2)cc1 (configuration not stated)	-9%	29	-9	-5	1.5%	-2	2	4	0.6

Shown with bars between the fields: entries from further up
canonical_smiles | Anesthetic bind | RXFP1 antagonist | D1 potentiator | D2 potentiator | RXFP1 ag | D1 antagonist | D1 agonist | TRHR enhancer | TRHR ag
Cc1ccccc1S(=O)(=O)Cc1ccc(C(=O)NCc2ccco2)o1 | -9% | 37 | -4 | -6 | 0.6% | -1 | 9 | 4 | 0.1
O=C(c1ccc(N2CCC3(CC2)OCCO3)c([N+](=O)[O-])c1)N1CCOCC1 | -7% | 6 | -5 | 19 | 0.1% | 13 | 3 | -12 | -0.7

New compounds follow:
SMILES	Anesthetic bind	RXFP1 antagonist	D1 potentiator	D2 potentiator	RXFP1 ag	D1 antagonist	D1 agonist	TRHR enhancer	TRHR ag
Cc1ccc(N2CC(C(=O)OCC(=O)Nc3cc(C)on3)CC2=O)c(C)c1 (configuration not stated)	-9%	-1	-4	-5	-0.6%	-5	0	-1	0.0
CN1CCN(C(=O)/C=C/c2cn(-c3ccccc3)nc2-c2ccc3c(c2)OCCO3)CC1	-12%	5	-7	-9	0.4%	-6	4	22	0.0
COc1cc(NS(=O)(=O)c2ccc(NC(=O)/C=C/C(=O)O)cc2)nc(OC)n1	-6%	2	-4	-9	-0.4%	9	1	2	0.5
CCc1ccc(C(O)(CNCc2ccccc2)c2ccccc2)cc1 (configuration not stated)	-4%	-25	2	-13	2.3%	17	6	1	1.3
Cc1cc(-c2csc(N)n2)c(C)n1Cc1ccccc1	-6%	-5	-2	9	0.1%	-9	6	-1	1.5
CC(=O)c1ccc(N2CCN(C(=S)Nc3ccccc3F)CC2)cc1	2%	26	9	10	-0.3%	-3	10	5	1.4
CCCc1cc(=O)oc2cc(C)c3c(-c4cccc(OC)c4)coc3c12	-1%	-15	3	-11	-0.7%	3	3	3	0.8
O=C(Nc1ccccc1C(F)(F)F)c1cccnc1	-7%	-3	-6	3	0.4%	3	1	1	2.0
O=C(NCCCN1CCN(c2ccc(F)cc2)CC1)Nc1ccccc1Cl	0%	·	0	0	2.1%	-67*	43*	2	-0.9
CCOc1ccc(-n2c(N)c(C(=O)NCc3cccnc3)sc2=S)cc1	-8%	0	-4	-7	2.7%	-11	2	-20	-0.6
COc1cc(C(=O)OCC(=O)c2c[nH]c3ccccc23)ccc1OCC(=O)N1CCOCC1	-16%	0	-4	-4	0.7%	2	2	-2	1.5
COc1cccc(-c2csc(NC(=O)Oc3ccccc3)n2)c1	?	-4	-3	-8	0.7%	4	4	0	-0.3
Cc1ccc(-n2c(N)c(C#N)c(-c3ccc(Cl)cc3)c(C#N)c2=O)cc1	-1%	-11	-5	0	?	-6	29	-1	-0.1
COc1ccc(C)c2sc(NC(=O)c3cccc(N4C(=O)CCC4=O)c3)nc12	4%	-2	-5	-2	0.6%	-3	1	-2	2.1
C=CCn1c(CSc2ccc(C)cc2)n[nH]c1=S	-18%	-29	3	-1	0.1%	-1	2	1	-1.4
CCCCC(=O)Nc1c(C)cc(C)cc1Cl	-20%	5	-4	·	1.0%	0	3	-14	-0.7
O=C(COc1cccc(C(F)(F)F)c1)Nc1ccccc1N1CCCCC1	·	9	18	·	8.4%	-4	1	5	0.0
COC(=O)c1cccc(OC(N)=O)c1	-22%	7	-1	3	0.3%	-14	1	3	0.3
Cc1ccc(CNC(=O)C(C)OC(=O)c2ccco2)cc1 (configuration not stated)	-10%	1	-3	2	-0.3%	-7	1	0	0.0
CCOCCn1c(CN2CCN(c3cccc(Cl)c3)CC2)nc2c1c(=O)n(C)c(=O)n2C	-23%	2	-4	-18	4.3%	-25	1	-3	-1.1
CCn1nnnc1-c1ccc(OC)c(S(=O)(=O)N2CCCCC2)c1	-9%	5	-3	-13	3.1%	-24	2	-2	0.1
COc1ccc(N2CCN(CNC(=O)c3ccccc3)CC2)cc1	-6%	-3	-5	1	-1.1%	4	0	-1	0.8
COc1cccc(OCCn2cccc2/C=C2/C(=N)N3OC(C)=CC3=NC2=O)c1	?	-9	-5	-8	-0.7%	0	4	-1	0.2
CCOC(=O)c1ccc(Oc2nc(C)nc3c2oc2ccccc23)cc1	1%	2	-2	12	-0.5%	9	2	-6	0.3
CCC(C)(C)n1nnnc1C(c1ccc(OC)c(OC)c1)N1CCN(c2ccccc2)CC1 (configuration not stated)	5%	1	0	1	0.4%	1	1	-5	-0.3
CCC1=C(OC(=O)N(CC)CC)N2C(=O)OC(=NCC3CC3)[C@]2(C)[C@H]2C1=CC[C@H]1C(=O)N(CC)C(=O)[C@H]12	-5%&8%	·	-4	20	0.0%	12	3	-1	-0.1
CN(C)C(=O)c1cn(-c2ccccc2)nc1-c1cc2ccccc2o1	?	-10	0	6	0.0%	-5	3	-1	-0.7
c1ccc(Cn2c(-c3ccco3)nc3nc4ccccc4nc32)cc1	87%[activator]	-9	0	12	1.0%	-2	-1	-4	-0.5
O=C(Oc1ccccc1Cl)c1ccc2c(=O)n3c(nc2c1)CCC3	·	-19	-3	19	1.2%	35	0	-15	0.2
O=[N+]([O-])c1cc(-c2nc(-c3ccncc3)no2)cc([N+](=O)[O-])c1	-14%	-7	1	3	2.2%	-3	1	14	0.5

Part of the list above in a different format:
smiles: CCOC(=O)c1ccc(Oc2nc(C)nc3c2oc2ccccc23)cc1
  Anesthetic bind = 1%; RXFP1 antagonist = 2; D1 potentiator = -2; D2 potentiator = 12; RXFP1 ag = -0.5%; D1 antagonist = 9; D1 agonist = 2; TRHR enhancer = -6; TRHR ag = 0.3
smiles: CCn1nnnc1-c1ccc(OC)c(S(=O)(=O)N2CCCCC2)c1
  Anesthetic bind = -9%; RXFP1 antagonist = 5; D1 potentiator = -3; D2 potentiator = -13; RXFP1 ag = 3.1%; D1 antagonist = -24; D1 agonist = 2; TRHR enhancer = -2; TRHR ag = 0.1

Gathered by group, the compounds so far containing a tert-butyl group.
SMILES	Anesthetic bind	RXFP1 antagonist	D1 potentiator	D2 potentiator	RXFP1 ag	D1 antagonist	D1 agonist	TRHR enhancer	TRHR ag
CC(C)(C)c1cc[n+](-c2[nH]c(=O)sc2/C=N/N=C(\[O-])c2ccccc2)cc1	-13%	10	2	1	0.6%	-11	4	1	0.3
CC(C)(C)c1cc(C(=O)NNc2ccc(OC(F)(F)F)cc2)n(Cc2ccccc2)n1	-18%	?	-4	-5	-0.4%	-5	2	-4	0.1

Screening data (PubChem BioAssay)
